# Screening results (PubChem)
# Nrf2 block: inhibitors of Nrf2 signaling; A549 ARE-Fluc reporter, luciferase luminescence, 18-24 h; Potency, µM (top dose mostly 46 µM), for inactives: at the top dose activity change, negative = inhibition, actives largely listed as inhibitors; actives 2.1% (n = 360,000); also: potency is read from the fitted curve at half-maximal effect; % is scaled to controls: 0 for no effect and ±100 for the full control effect; nearly all actives have a fitted effect of over 60% in size
#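 A549 ARE_Fluc cells, 5000/well, 5% FBS OPTI-MEM; compounds in dose-response, 18-24 h at 37 °C/5% CO2; CellTiter-Fluor viability read (Ex 405/Em 525), then BugLite luciferase luminescence = Nrf2 activity.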
# EPAC2 ag: agonists of human EPAC2 (RAPGEF4); Q8WZA2; EPAC2 activation, biochemical qHTS; response scale: 100% = 6.5 mM cAMP response; Potency, µM (titrated, usually from 154 µM), inactives show at the top dose activation, actives largely listed as activators; actives 0.079% (n = 360,000); AID 720711; also: potency is read from the fitted curve at half-maximal effect; nearly all actives have a fitted effect of over 50% in size
# Target sequence (Q8WZA2 whole entry, looked up): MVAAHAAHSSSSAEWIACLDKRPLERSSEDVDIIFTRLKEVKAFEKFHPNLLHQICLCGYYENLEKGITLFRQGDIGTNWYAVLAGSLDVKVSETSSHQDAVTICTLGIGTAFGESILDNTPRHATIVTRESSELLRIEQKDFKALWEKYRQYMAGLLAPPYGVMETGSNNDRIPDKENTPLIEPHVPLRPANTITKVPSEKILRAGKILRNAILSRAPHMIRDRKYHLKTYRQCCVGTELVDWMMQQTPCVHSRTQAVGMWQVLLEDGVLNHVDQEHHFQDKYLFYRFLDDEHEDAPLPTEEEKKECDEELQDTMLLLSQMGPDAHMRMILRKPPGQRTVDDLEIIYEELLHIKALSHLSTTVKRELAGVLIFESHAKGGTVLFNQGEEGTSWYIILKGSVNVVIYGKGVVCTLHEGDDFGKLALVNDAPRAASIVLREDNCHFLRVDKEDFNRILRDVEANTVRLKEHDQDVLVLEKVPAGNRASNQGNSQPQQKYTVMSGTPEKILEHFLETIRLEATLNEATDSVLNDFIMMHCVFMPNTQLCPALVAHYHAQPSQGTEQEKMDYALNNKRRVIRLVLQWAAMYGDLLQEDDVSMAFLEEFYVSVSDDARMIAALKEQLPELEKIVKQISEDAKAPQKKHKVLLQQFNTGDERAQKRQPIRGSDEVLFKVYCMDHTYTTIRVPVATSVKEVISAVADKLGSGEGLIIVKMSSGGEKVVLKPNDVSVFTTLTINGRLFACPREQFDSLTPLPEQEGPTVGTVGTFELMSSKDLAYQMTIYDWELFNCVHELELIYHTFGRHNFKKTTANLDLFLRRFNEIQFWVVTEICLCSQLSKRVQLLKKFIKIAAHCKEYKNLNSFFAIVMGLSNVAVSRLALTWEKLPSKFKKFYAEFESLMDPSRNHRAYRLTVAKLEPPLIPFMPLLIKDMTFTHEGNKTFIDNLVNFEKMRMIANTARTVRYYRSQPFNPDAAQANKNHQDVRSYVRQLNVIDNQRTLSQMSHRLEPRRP
#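 Guanine nucleotide exchange by EPAC2 is measured as reduced fluorescence of BODIPY-GDP once it is released from 250 nM Rap1B. Plates are read kinetically for 30 min at room temperature; results are scaled to 6.5 mM cAMP.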
# Nrf2 activator: activators of Nrf2 (ARE) signaling; AREc32 ARE-luciferase reporter (MCF7-derived line), luminescence, 24 h; Potency, µM (doses to about 46.1 µM), for the others: at the top dose activation, most hits filed as activators; actives 0.31% (n = 410,000); also: potency is read from the fitted curve at half-maximal effect; % of control where 0% means no effect; nearly all actives have a fitted effect of over 65% in size
#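 ARE activation measured as luciferase luminescence (Steady-Glo, 30 min RT) in AREc32_Fluc cells after 24 hr compound exposure at 37 deg C, 5% CO2; cells seeded overnight at 1000/well in OPTI-MEM, 5% FBS.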
# ATXN2 expr inh: reduces ATXN2 reporter expression in HEK-293 cells. HEK-293 ATXN2-luciferase reporter, luminescence, 24 h. Potency, µM (titrated, usually from 57 µM), inactives show at the highest dose activity change, negative = inhibition, most hits filed as inhibitors. actives 0.72% (n = 360,000). AID 1745845; also: potency is read from the fitted curve at half-maximal effect; % is scaled to controls: 0 for no effect and ±100 for the full control effect; nearly all actives have a fitted effect of over 55% in size
#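 ATXN2-luciferase reporter cells (luciferase flanked by upstream and downstream ATXN2 gene portions) were treated 24 h at 37 °C with compounds at up to 57 uM. SteadyGlo luminescence gave expression; GF-AFC fluorescence gave viability.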
# TGFb inhibitor: blocks TGF-b signaling | HepG2 CAGA-GFP TGF-b/SMAD3 reporter, GFP fluorescence, 18 h; TGF-beta stimulated, 500 pg/mL final | Potency, µM (doses to about 46.1 µM), without a hit: at the top dose activity, negative = inhibition, usual class: inhibitors | actives 1.2% (n = 410,000); also: potency is read from the fitted curve at half-maximal effect; % is scaled to controls: 0 for no effect and ±100 for the full control effect; nearly all actives have a fitted effect of over 65% in size
#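 Per well, imaged GFP fluorescence of HEPG2 CAGA-GFP cells gives the signal; cells get compound, then TGF-beta (500 pg/mL final), 18 h at 37 degrees C; %Activity versus -TGF-beta and +DMSO controls.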
# IL2 activator: activators of IL-2; AID 652025; activation, % (series mostly up to about 46 µM); actives 0.065% (n = 360,000); IL-2 activation reporter assay, cell-based qHTS; stimulated with anti-CD3/CD4/CD28 beads; in transgenic mouse T cells; in the data active = activation above about 50%; inconclusive = mostly about 30% to 49%; also: 0% is about no effect
#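 Unstimulated transgenic mouse T cells preincubated 60 min with compound, then stimulated with anti-CD3/anti-CD4-coated beads plus anti-CD28 for 18 h at 37 degrees C. IL-2 response read as EGFP and DsRed fluorescence by plate cytometry.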
# HepG2 tox: counter-screen for TGF-b inhibitors: cytotoxicity in HepG2 cells; HepG2 CAGA-GFP viability, ATP luminescence, 18 h; Potency, µM (top dose mostly 46.1 µM), without a hit: top-dose activity change, negative = cytotoxicity, actives largely listed as cytotoxic; actives 0.76% (n = 410,000); AID 588856; also: potency is read from the fitted curve at half-maximal effect; some results filed as inactive show a strong effect at the top dose
#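 HepG2 CAGA-GFP cells (1000/well, DMEM with 1% FBS) received compound, then TGF-beta at 500 pg/mL final, and were incubated 18 hours at 37 degrees C. Viability was read by CellTiter-Glo luminescence. Media-only wells were set as complete cell-killing and DMSO as no toxicity.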
# S2 tox: reduces viability in counter-screen for ATXN expression inhibitors. actives 0.49% (n = 400,000). S2 cells (HEK-293 line with an ATXN2-luciferase reporter) viability, CellTiter-Fluor protease fluorescence, 24 h. Potency, µM (titrated, usually from 56.7 µM), actives largely listed as cytotoxic; also: potency is read from the fitted curve at half-maximal effect; nearly all actives have a fitted effect of over 40% in size
# A549 viability: kills or reduces viability of A549 cells in Nrf2 counter-screen | A549 ARE-Fluc cells, CellTiter-Fluor viability, 18-24 h | Potency, µM (top dose mostly 46 µM), without a hit: top-dose activity change, negative = cytotoxicity, most hits filed as inhibitors | actives 0.16% (n = 390,000) | AID 504648; also: potency is read from the fitted curve at half-maximal effect; % is scaled to controls: 0 for no effect and ±100 for the full control effect
#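 Cytotoxicity counterscreen: CellTiter-Fluor fluorescence was measured in A549 ARE_Fluc cells after 18-24 h of compound exposure in a concentration series. The subsequent BugLite luminescent read reports ARE-luciferase activity.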
# * marks the source's active call; other numbers are inactive results; i = inactive; ? = inconclusive; / = not tested or not shown; [ ] = remark or other dose. Unless noted, calls follow the shape of the dose curve; as a rule, active = well fitted curve in the direction sought with a large enough effect; inconclusive = small, poorly fitted or top-dose-only effect, or another doubt; inactive = no such curve, though single readings can be large; an effect the other way counts as inactive or inconclusive.
SMILES,Nrf2 block,EPAC2 ag,Nrf2 activator,ATXN2 expr inh,TGFb inhibitor,IL2 activator,HepG2 tox,S2 tox,A549 viability
O=C(COC(=O)c1ccc([N+](=O)[O-])o1)Nc1cccc2ccccc12,-1%,2%,6.6%,0%,?,0.7,-33%,i,-4%
CCOC(=O)NC1(C(F)(F)F)C(=O)N(Cc2ccccn2)C2=C1C(=O)CC(C)(C)C2 (stereo not drawn),-9%,11%,-0.5%,-4%,21%,-0.3,-37%,i,-8%
O=C(c1cccs1)N1CCC(c2nc3c(nnn3Cc3ccccc3)c(=O)[nH]2)CC1,7%,11%,0.0%,1%,19%,1.1,-10%,i,13%
Cc1[nH]ccc(=O)c1OCc1ccccc1,-14%,-6%,-0.4%,-4%,-4%,0.1,-21%,i,-14%
O=C(O)CC1(CC(=O)N2CCC(C(=O)O)CC2)CCCC1,0%,7%,1.8%,-20%,1%,-0.1,1%,i,-1%
CCC(=O)Nc1nnc(SCC(=O)Nc2ccc3c(c2)OCCO3)s1,?,10%,-0.5%,-12%,-17%,-0.7,-9%,i,-9%
Cc1cc(C)nc(NN=CC2=C(N3CCOCC3)/C(=C/c3ccc(Cl)cc3)CC2)n1,0%,8%,?,-11%,-9%,-0.1,-4%,i,-16%
O=C(Cn1cc(C(F)(F)F)cc(Cl)c1=O)NCc1ccc(Cl)cc1,4%,7%,4.1%,-8%,-12%,-1.3,-4%,i,5%
CCOC(=O)c1nc(S(C)(=O)=O)ncc1Cl,0%,8%,-3.3%,?,?,-3.9,11µM*,/,-26%
CCN(CC)C(=O)C1=C(C)N(Cc2ccc(C(C)(C)C)cc2)C(=O)C(CC(=O)NCCc2ccccn2)C1 (stereo not drawn),/,5%,-0.3%,-9%,-5%,-2.4,-17%,i,/
O=C(NCCCN1CCC(Cc2ccccc2)CC1)C1CCN(S(=O)(=O)N2CCC3(CC2)OCCO3)CC1,7%,2%,3.3%,/,1%,0.9,3%,i,13%
CCc1nnc(NC(=O)CSc2ccc(-c3nc4ccccc4[nH]3)cn2)s1,?,11%,2.0%,21%,13%,-1.8,-38%,?,-19%
C[C@@H]1CCC2[C@](C)(CO)[C@@H](O)CC[C@]2(C)[C@@]12C[C@](CO)(CC(=O)O)CO2 (stereo partly drawn),-18%,1%,-1.2%,/,8%,-0.7,-10%,i,0%
CN1CCN(C2=C(Cl)C(=O)C(c3cnc(N4CCCCC4)s3)=C(Cl)C2=O)CC1,29%,-1%,?,?,?,-0.6,-32%,25µM*,-3%
Cc1ccc(F)cc1C(=O)N1CCCC(c2cc(C(=O)Nc3ccccc3Cl)no2)C1 (stereo not drawn),/,16%,0.4%,?,-7%,-1.1,-29%,?,/
Cc1ccc(C(=O)Nn2cnnc2)cc1Cl,-13%,1%,0.5%,/,11%,0.9,-8%,i,-2%
COC(=O)c1ccn(C(=O)c2ccc(Cl)cc2)n1,12%,0%,0.0%,7%,4%,-1.1,-2%,i,21%
CCc1cc(=O)oc2cc(C)cc(OC(C)C(=O)NCCCN3CCOCC3)c12 (stereo not drawn),5%,3%,-0.5%,5%,-1%,0.7,-3%,i,5%
O=C(CC(=O)c1ccccn1)c1ccccc1,12%,8%,7.9µM*,27%,-24%,-4.8,-19%,i,-5%
COc1cc(NC(=O)C(C)Oc2ccccc2)cc(OC)c1 (stereo not drawn),-7%,-3%,0.1%,-19%,-8%,-1.3,-10%,i,-10%
O=C(O)c1ccccc1-c1ccc([N+](=O)[O-])cc1Cl,/,19%,2.3%,/,-15%,-3.2,-1%,i,/
O=C(NC1CCCC1)c1cc(S(=O)(=O)N2CCCC2)ccc1Cl,1%,8%,-0.2%,1%,-12%,1.7,-1%,i,6%
COc1ccc(NC(=O)c2ccco2)cc1NC(=O)c1ccco1,13%,-6%,3.0%,52%[activator],-4%,0.1,9%,i,-10%
O=C1/C(=C/c2ccco2)Cc2ccccc21,12%,9%,?,4%,5%,-4.2,-16%,i,-1%
CC(C)C(OC(=O)c1ccco1)C(=O)NC1CCCC1 (stereo not drawn),23%,7%,-0.5%,-1%,0%,0.8,-3%,i,-5%
CC(C)=CCC/C(C)=C/COc1ccc2ccc(=O)oc2c1,6%,7%,3.9%,4%,?,0.2,-58%,i,5%
CC(C(=O)NC1CCCCCC1)N(c1ccccc1)S(C)(=O)=O (stereo not drawn),6%,3%,-0.1%,-6%,3%,-2.8,-12%,i,1%
CCOC(=O)c1ccc(S(=O)(=O)Nc2cc(S(=O)(=O)Nc3ccc(OC)cc3)ccc2O)cc1,?,-3%,0.1%,0%,-28%,-2.6,-8%,i,4%
O=C(NCc1cn2ccccc2n1)C1CCC(=O)N(Cc2ccccc2F)C1 (stereo not drawn),-2%,11%,-0.3%,/,3%,-0.2,-9%,i,2%
COc1ccc(C(=O)NNC(=O)CSc2nnc(C3CC3)n2C)cc1,8%,9%,-0.1%,-13%,-6%,-3.2,-23%,i,1%

# Single records (already shown).
# Record of O=C(O)c1ccccc1-c1ccc([N+](=O)[O-])cc1Cl : Nrf2 block = /; EPAC2 ag = 19%; Nrf2 activator = 2.3%; ATXN2 expr inh = /; TGFb inhibitor = -15%; IL2 activator = -3.2; HepG2 tox = -1%; S2 tox = i; A549 viability = /
# Record of COc1ccc(C(=O)NNC(=O)CSc2nnc(C3CC3)n2C)cc1 : Nrf2 block = 8%; EPAC2 ag = 9%; Nrf2 activator = -0.1%; ATXN2 expr inh = -13%; TGFb inhibitor = -6%; IL2 activator = -3.2; HepG2 tox = -23%; S2 tox = i; A549 viability = 1%

# The results go on.
SMILES,Nrf2 block,EPAC2 ag,Nrf2 activator,ATXN2 expr inh,TGFb inhibitor,IL2 activator,HepG2 tox,S2 tox,A549 viability
CCOC(=O)C(CC)n1nc(C)c2c(C)n(-c3ccc(C)cc3)nc2c1=O (stereo not drawn),-17%,/,4.3%,/,/,/,-18%,/,6%
NS(=O)(=O)c1ccc(CCNC(=O)c2ccc(S(=O)(=O)N3CCCCC3)cc2)cc1,2%,-5%,-0.6%,8%,0%,-2.4,-7%,i,10%
CC1(C)CC2(CC(c3ccccc3)Oc3cc(O)ccc32)NC(=S)N1 (stereo not drawn),-13%,0%,-0.2%,-6%,?,0.6,1%,i,5%
CCOC(=O)C(=CNc1ccc(OC)cc1[N+](=O)[O-])C(=O)OCC,-7%,-3%,4.1%,/,-23%,0.9,-25%,i,-7%
Cc1ccc2nc(SCC(=O)N(C)C3CCS(=O)(=O)C3)[nH]c2c1 (stereo not drawn),20%,8%,-0.4%,8%,4%,0.8,-2%,i,0%
COc1ccc(CCNCc2c(OC)ccc3ccccc23)cc1OC,7%,2%,-0.2%,-22%,-8%,-3.0,-27%,?,0%
CCCCn1nnnc1C(c1ccccc1)N1CCN(CCN2CCOCC2)CC1 (stereo not drawn),/,4%,-0.8%,7%,/,0.4,/,i,/
O=C(CCCOc1ccccc1)NC(=S)Nc1ccccc1,?,3%,2.8%,-2%,14%,-3.9,7%,i,2%
Fc1ccccc1N1CCN(CCCc2ccccc2)CC1,7%,5%,0.2%[9.22 µM],5%,-8%,-2.5,-11%,i,1%
COc1ccc(CNC(=S)N/N=C/c2ccncc2)cc1,5%,9%,0.1%,5%,-10%,-0.3,-1%,i,4%
COc1ccc(-c2[nH]ncc2/C=N\NS(=O)(=O)c2ccccc2)cc1OC,-8%,13%,1.1%,1%,4%,1.1,-1%,i,2%
COc1ccc([C@H]2C[C@H](n3cc(-c4ccc(F)cc4)nn3)[C@@H](O)CN2C(=O)C2CCCCC2)cc1,/,23%,-0.8%,-34%,-23%,-1.7,-20%,?,/
Cc1ccccc1CNC(=O)Cn1ccc2cc(S(=O)(=O)N3CCCCC3)ccc21,?,/,-0.6%,-5%,-25%,/,-16%,i,3%
CC/C(=N/Nc1ccc(Cl)cc1)c1cnnc(SC)n1,-8%,15%,15%,-10%,-3%,-1.0,-1%,?,-17%
N#Cc1c(/N=C/c2cccnc2)sc2c1CCCC2,?,-2%,0.2%,2%,-7%,0.8,/,i,1%
CC(C)/C=C1\CC/C(=C\c2cccnc2)C1=O,16%,4%,5.4%,/,1%,0.8,3%,i,1%
CC1(C)Cc2c(c(-c3ccccc3)nc(N3CCOCC3)c2C(N)=O)CO1,-12%,4%,-0.8%,6%,5%,0.0,11%,i,-15%
CC(C)N(Cc1ccccc1)C(=O)COC(=O)c1cc(S(=O)(=O)N(C)C)ccc1N1CCCC1,-18%,6%,-0.3%,3%,3%,-0.3,-24%,i,2%
Cc1ccc(C)c(S(=O)(=O)Nc2ccc3cn[nH]c3c2)c1,?,9%,2.0%,/,1%,0.7,-11%,?,2%
O=C(NCCCn1ccnc1)c1ccc(N2CCCCCC2)c([N+](=O)[O-])c1,2.9µM*,5%,2.5%,/,7%,-1.5,0%,i,-18%
CCOc1ccccc1CNC(=O)C1CCN(S(=O)(=O)c2ccc3[nH]c(=O)ccc3c2)CC1,/,/,4.5%,9%,10%,/,-19%,i,8%
COc1ccc(C(c2c(NC(=O)c3ccco3)sc(C)c2C)N2CCOCC2)cc1OC (stereo not drawn),-27%,6%,2.6%,-8%,?,-0.2,-5%,i,-2%
CC(CCC(=O)NN)C1CCC2C3CCC4CC(O)CCC4(C)C3CCC12C (stereo not drawn),-2%,1%,-0.8%,-13%,-3%,0.4,2%,i,7%
COc1ccc(CC(=O)OCC(=O)NC(=O)NC2CCCCC2)cc1,-7%,7%,0.0%,-3%,-2%,-0.9,11%,i,-4%
